Screens: PubChem BioAssay, several laboratories
CCHFV vOTU inh – CCHFV vOTU protease inhibitors, primary screen, biochemical, Pep-AMC substrate, fluorescence; Crimean-Congo hemorrhagic fever virus L polyprotein viral ovarian tumor (vOTU) protease …; inhibition, % at 11.5 µM; 370,000 tested, 0.55% active; in the data active = inhibition above about 30%; note: 0% = vehicle wells with enzyme and 100% = no enzyme wells
BoNT-A LC inh2 – BoNT/A light chain protease inhibitors, primary screen, biochemical, flow cytometry, MLPCN library | Botulinum neurotoxin type A light chain protease (Clostridium botulinum A str. ATCC 3502) | multiplex microsphere protease substrate cleavage | inhibition, % at 10 µM | 360,000 tested, 0.17% active; note: plate controls were buffer without enzyme for full effect and enzyme alone for no effect
BoNT F protease – BoNT/F light chain protease inhibitors, primary screen, biochemical, flow cytometry, MLPCN library; Multiplex microsphere protease cleavage assay; inhibition, % at 10 µM; AID 588497, 2011; 360,000 tested, 0.22% active; in the data active = inhibition above about 35%, passing the limit was not always enough; inconclusive = no clear call, values can overlap the other calls; note: plate controls were buffer without enzyme for full effect and enzyme alone for no effect
Anthrax LF prot – Bacillus anthracis LF protease inhibitors, primary screen, biochemical, multiplex microsphere, MLPCN library | 360,000 tested, 0.12% active | inhibition, % at 10 µM | Lethal factor (Bacillus anthracis), P15917 | multiplex microsphere protease cleavage assay; note: plate controls were buffer without enzyme for full effect and enzyme alone for no effect
Target sequence (P15917 whole entry, looked up): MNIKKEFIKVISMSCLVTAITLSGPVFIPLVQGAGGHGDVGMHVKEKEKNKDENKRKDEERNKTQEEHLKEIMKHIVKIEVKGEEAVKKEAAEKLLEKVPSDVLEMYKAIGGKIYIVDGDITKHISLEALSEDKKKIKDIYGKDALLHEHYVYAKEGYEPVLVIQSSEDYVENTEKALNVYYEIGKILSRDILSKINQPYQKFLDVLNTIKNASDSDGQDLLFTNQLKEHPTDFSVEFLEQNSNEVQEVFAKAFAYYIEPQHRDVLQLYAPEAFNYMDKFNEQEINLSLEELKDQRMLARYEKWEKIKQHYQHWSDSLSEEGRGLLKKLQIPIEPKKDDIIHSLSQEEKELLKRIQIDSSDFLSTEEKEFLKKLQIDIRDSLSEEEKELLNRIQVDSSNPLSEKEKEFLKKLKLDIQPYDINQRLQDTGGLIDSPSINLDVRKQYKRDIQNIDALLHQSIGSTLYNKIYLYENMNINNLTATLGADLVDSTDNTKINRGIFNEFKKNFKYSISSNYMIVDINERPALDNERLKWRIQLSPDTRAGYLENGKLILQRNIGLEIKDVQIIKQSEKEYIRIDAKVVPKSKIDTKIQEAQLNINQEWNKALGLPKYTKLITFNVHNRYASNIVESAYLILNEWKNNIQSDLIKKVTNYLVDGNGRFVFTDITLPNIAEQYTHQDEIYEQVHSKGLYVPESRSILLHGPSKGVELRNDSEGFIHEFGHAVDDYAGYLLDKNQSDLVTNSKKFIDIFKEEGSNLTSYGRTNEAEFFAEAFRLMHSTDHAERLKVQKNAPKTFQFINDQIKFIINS
TcdB GH inh – TcdB glycohydrolase inhibitors, primary screen, biochemical, single point, plate reader; Toxin B (Clostridioides difficile), P18177; TcdB glycohydrolase enzymatic assay; inhibition, % at 9.99 µM; 350,000 tested, 0.24% active; AID 652162, 2013; in the data active = inhibition above about 10%
PrPC surface inh – inhibitors of human cell surface prion protein PrPC, primary screen, cell-based, TR-FRET; Major prion protein (Homo sapiens), P04156; TR-FRET read-out; inhibition, % at 13.8 µM; 370,000 tested, 0.43% active; in the data active = inhibition above about 24%; note: 0% = median of the test wells and 100% = reference compound wells
PfHsp40 rescue – rescue of yeast from PfHsp40 toxicity, primary screen, S. cerevisiae, ATP luminescence; S. cerevisiae expressing PfHsp40, growth rescue; growth rescue, % at 12.5 µM; 340,000 tested, 0.68% active; AID 504582, 2011; in the data active = growth rescue above about 28%, passing the limit was not always enough; inconclusive = no clear call, values can overlap the other calls;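 note: yeast W303a lacking pdr1 and pdr3 grown in galactose medium; growth measured after three days at 30 °C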
FadD28 FP inh – inhibitors of FadD28 bisubstrate probe binding, primary screen, biochemical, fluorescence polarization, single point; Mycobacterium tuberculosis FadD28 fatty-acid-AMP ligase; 360,000 tested, 0.22% active; inhibition, % at 12.5 µM; AID 588549, 2011; in the data active = inhibition above about 8.5%, passing the limit was not always enough; inconclusive = no clear call, values can overlap the other calls
Yp Topo-I inh – Yersinia pestis topoisomerase I inhibitors, primary screen, biochemical, cleavage product accumulation, plate reader, single point; Y. pestis Topo-I cleavage product accumulation; activity, % at 10 µM; 360,000 tested, 0.064% active; AID 504884, 2011; in the data active = activity above about 50%, passing the limit was not always enough; inconclusive = no clear call, values can overlap the other calls; note: inactives centre near 2
* marks the source's active call; other numbers are inactive results; ? = inconclusive; nt = not tested or not shown. Cut-off read from the data, not from the text of the source, unless noted: active = inhibition above about 30%; inconclusive = no clear call, values can overlap the other calls; inactive = below that. The order is random; overall some 2.3% were active at least once.

item | canonical_smiles | CCHFV vOTU inh | BoNT-A LC inh2 | BoNT F protease | Anthrax LF prot | TcdB GH inh | PrPC surface inh | PfHsp40 rescue | FadD28 FP inh | Yp Topo-I inh
1 | CC(C)c1nnc(NC(=O)COc2ccccc2[N+](=O)[O-])s1 | -3 | nt | nt | nt | -1.3 | -9 | -0.2 | -3.3 | -6
2 | CCC(C)NS(=O)(=O)c1ccc(OCC(=O)NCc2ccc3c(c2)OCO3)cc1 (stereo not drawn) | -3 | -1.1 | 1 | 1 | nt | 2 | 0.0 | -1.2 | 19
3 | COc1ccc(CCN2CC(C(=O)N3CCCCCC3)CCC2=O)cc1 (stereo not drawn) | -4 | 0.5 | 1 | -4 | 1.1 | -3 | 0.8 | -1.8 | 2
4 | Cc1ccc(NS(=O)(=O)c2ccc(Cl)c(NC(=S)NC(=O)C3CCCCC3)c2)cc1Cl | 16 | -0.7 | -3 | 0 | nt | 1 | -0.9 | -1.0 | 1
5 | CCc1ccc(/C=N/NC(=O)c2cc(C)on2)s1 | 10 | -2.0 | -27 | 1 | 0.5 | 2 | -0.1 | 0.2 | 1
6 | COc1ccc(CCNC(=O)c2cnc3scc(C)n3c2=O)cc1OC | -4 | -0.7 | -13 | -2 | 2.9 | 9 | 0.0 | -2.9 | 4
7 | COCCn1c(SCC(=O)N2CCCC2)nnc1C(C)C | 1 | 0.0 | 9 | 0 | nt | -1 | 0.2 | -2.7 | -2
8 | Cc1cc(OCC(=O)NCC2CCC(C(=O)O)CC2)c2c(C)c(Cc3ccccc3)c(=O)oc2c1 (stereo not drawn) | 1 | -0.8 | -4 | -7 | 0.5 | -1 | 0.0 | -0.1 | 0
9 | O=C(NCC1CCOCC1)c1cc(COc2ccc(F)cc2F)on1 | 8 | -0.6 | 2 | -1 | 1.5 | 3 | -0.4 | 1.5 | 4
10 | CCn1c(/C=C/c2ccc(F)cc2)nc2ccccc2c1=O | 22 | 0.0 | -6 | 11 | 1.4 | -8 | -1.8 | 0.3 | 19
11 | CC(C)CN1CC(Br)C(=O)NC1=O (stereo not drawn) | 5 | 0.1 | 4 | -4 | -0.1 | 0 | 0.7 | -1.2 | 5
12 | CCc1nn(CC(=O)NCCCN2CCOCC2)c(=O)c2cc3c(OC)cccc3n12 | -42 | -1.1 | -2 | 2 | -0.7 | 5 | -1.1 | -1.9 | 0
13 | Cc1cccc(C2c3[nH]c4ccccc4c3CCN2C(=O)Cc2nc(-c3ccccc3)n[nH]2)n1 (stereo not drawn) | -2 | -0.8 | -4 | 0 | 1.9 | 0 | 0.8 | -2.8 | 1
14 | O=C(CN1CCCC1)Nc1c(Cl)cccc1Cl | 4 | -3.4 | -3 | 3 | 1.1 | 6 | -0.2 | -4.3 | -2
15 | CCCc1nnc2n1N=C(c1ccc(OC)c(OC)c1)CS2 | 4 | -0.7 | -11 | 0 | 1.4 | -3 | -1.2 | -0.8 | 9
16 | COCCNC(=O)CNC(=O)c1nn(-c2ccc(OC)c(Cl)c2)c(=O)c2ccccc12 | 25 | -0.7 | -19 | 1 | nt | -13 | 0.5 | -3.1 | 1
17 | O=C(Nc1nccs1)c1ccc(S(=O)(=O)N2CCCCC2)cc1 | 5 | -0.5 | -10 | -3 | -0.5 | -4 | -0.2 | 1.0 | -3
18 | C[n+]1ccc(C(=O)N/N=C/c2ccco2)cc1 | -4 | -0.6 | 0 | 0 | -0.8 | -5 | -0.7 | -0.6 | 1
19 | COC(=O)c1ccc(NC(=O)CSc2nncn2C)cc1 | -2 | 0.0 | -3 | -2 | nt | -4 | -0.3 | -3.2 | -7
20 | COc1ccc(S(=O)(=O)N2CCCCCC2)cc1C(=O)OCc1c(C)noc1C | 11 | -1.1 | -13 | 1 | nt | 1 | 2.3 | -1.8 | 0
21 | O=C(NNc1nc2cc3c(cc2s1)OCCO3)c1ccc(F)cc1 | 4 | -0.9 | -2 | -6 | -3.1 | 2 | 2.5 | -0.8 | -4
22 | CN(C)c1ccsc1C(=O)NNS(=O)(=O)c1ccc(Cl)cc1 | -6 | 1.1 | 2 | 4 | -4.1 | 7 | 0.3 | -1.2 | -4
23 | O=C(c1ccc(F)cc1)N1CCC(C(=O)N2CCCc3ccccc32)CC1 | 0 | 0.0 | -3 | -4 | 0.2 | 2 | nt | -0.8 | 9
24 | Cc1ccc(NC(=O)CSc2nnc(-c3ccncc3)o2)cc1C | -14 | 0.1 | -3 | 4 | 1.4 | -1 | -1.2 | -1.7 | -1
25 | O=C(O)c1ccc(NCc2cccnc2)cc1 | 10 | -0.4 | -6 | 0 | nt | -8 | -1.7 | -0.6 | 3
26 | CC1CC(C)(C)OC(C[N+]2(C)CCCCC2)O1 (stereo not drawn) | -14 | 2.3 | ? | 8 | 0.4 | 9 | -1.5 | -1.3 | -7
27 | COc1cc(/C=N/N2CCN(c3ccccc3OC)CC2)ccc1O | 6 | ? | 0 | -5 | nt | 3 | 1.1 | -0.5 | 5
28 | Cc1cccc(NC(=O)CSc2nc(C)c(CC(=O)c3ccc(Br)cc3)c(C)c2C#N)c1C | -7 | -0.3 | -6 | -2 | nt | -5 | -1.1 | -2.0 | 11
29 | CCOC(=O)/C=C1/SCC(=O)N1Cc1ccc(Br)cc1 | 1 | 0.0 | -2 | -5 | 3.1 | -4 | -1.7 | -3.7 | 35
30 | CCCN(C)C1CN(Cc2cn(CCCOC)nn2)S(=O)(=O)C1 (stereo not drawn) | 0 | 0.8 | -6 | -5 | 0.4 | -3 | nt | nt | nt
31 | CC(C(=O)NC1(C#N)CCCCC1)N(C)CC(=O)Nc1ccc(Cl)c(Cl)c1 (stereo not drawn) | -3 | 0.1 | -2 | -6 | 1.2 | -7 | -0.1 | -0.1 | 16
32 | CCOC(=O)c1c(NC(=O)c2cccc(N3C(=O)CCC3=O)c2)sc2c1CCN(CC)C2 | 22 | 2.5 | 4 | -4 | 1.4 | 1 | -0.6 | -1.7 | 17
33 | COc1ccc(CN(Cc2ccccn2)S(=O)(=O)c2ccc(-n3cnnn3)c(OC)c2)cc1 | 2 | -0.3 | -4 | -1 | 1.2 | 5 | 0.0 | -3.6 | 2
34 | CCCCn1nc(CC(=O)O)c2ccccc2c1=O | 0 | -2.2 | -21 | -5 | nt | -3 | 0.3 | -2.3 | 4
35 | Cc1nn(C)c(C)c1C(=O)NN | 4 | -0.1 | -8 | 0 | 2.1 | 0 | -0.8 | -1.9 | 2
36 | Cc1ccc(C(C)C)c(OCC(=O)N2CCOCC2)c1 | -5 | 0.8 | 11 | -5 | nt | 6 | -1.2 | -1.9 | 8
37 | Cc1cc(C)c2c(=O)[nH]c(SCC(=O)NCCc3ccccc3)nc2n1 | -1 | 0.5 | 6 | 1 | nt | -4 | 0.8 | 0.0 | 7
38 | Cn1c(=O)n(C)c2cc(C(=O)Nc3ccc(Br)cc3)ccc21 | -2 | -0.4 | 6 | -3 | -0.4 | 0 | -1.5 | nt | -9
39 | CCN(CC)S(=O)(=O)c1cccc(NC(=O)C2SC(=Nc3ccc(C)cc3C)C(C(=O)NC(C)COC)=C2N)c1 (stereo not drawn) | 23 | 1.3 | ? | -10 | nt | 2 | 1.4 | -7.9 | 3
40 | Cc1ccc(C(=O)Nc2cc3c(cc2Cl)OCCCO3)cc1 | 14 | -0.4 | -4 | 7 | nt | -18 | 1.2 | 0.4 | 2
41 | O=c1cc(C(F)(F)F)[nH]c(=S)n1-c1ccccc1 | -4 | -0.4 | ? | -2 | 1.1 | 1 | -1.1 | -2.7 | -6
42 | O=C(NC1CCCC1)C1CCC(CNS(=O)(=O)c2ccc(F)cc2)CC1 (stereo not drawn) | -4 | -0.8 | 2 | -3 | 3.2 | -6 | -0.5 | -0.1 | 0
43 | Cc1ccc(N2CC(C(=O)N/N=C/c3sccc3C)CC2=O)cc1 (stereo not drawn) | 0 | 25 | 21 | 26 | nt | -7 | -1.1 | -0.6 | 9
44 | OCCOCCOc1ccc(-c2nn[nH]n2)cc1 | -9 | -1.8 | -8 | 1 | 4.2 | -4 | -0.8 | 0.5 | 12
45 | COCCCNC(=O)CSc1ccc(Cl)cc1 | -3 | nt | nt | nt | nt | -4 | -1.3 | -1.2 | -6
46 | CCC(C(=O)NC1CCCC1)N(Cc1cccs1)C(=O)Cn1nnc(-c2ccc(OC)c(OC)c2)n1 (stereo not drawn) | -8 | -0.8 | -4 | 2 | nt | 2 | 0.4 | -1.8 | -1
47 | Cc1c(C)[n+](=O)c(-c2ccc(Br)cc2)c(C)n1[O-] | 12 | 0.2 | -13 | -6 | 0.6 | -8 | -0.7 | 1.9 | 2
48 | CC[N+](CC)(CCO)CCCN1C(=O)C2CC=C(Cl)CC2C1=O (stereo not drawn) | 4 | -0.6 | -13 | 0 | nt | 2 | -3.1 | nt | -1
49 | COc1ccc(S(=O)(=O)N2CCOC2CNC(=O)C(=O)NCCN2CCOCC2)cc1OC (stereo not drawn) | 0 | 0.4 | -3 | -1 | 0.9 | -2 | -0.9 | 0.9 | 2
50 | COc1cccc(COc2cc3ccccc3nc2C)c1 | 11 | 0.9 | 0 | -13 | nt | 11 | 2.9 | -1.4 | -1

Exported as labelled records: two of the compounds above.
41. O=c1cc(C(F)(F)F)[nH]c(=S)n1-c1ccccc1
  CCHFV vOTU inh: -4	BoNT-A LC inh2: -0.4	BoNT F protease: ?	Anthrax LF prot: -2	TcdB GH inh: 1.1	PrPC surface inh: 1	PfHsp40 rescue: -1.1	FadD28 FP inh: -2.7	Yp Topo-I inh: -6

45. COCCCNC(=O)CSc1ccc(Cl)cc1
  CCHFV vOTU inh: -3	BoNT-A LC inh2: nt	BoNT F protease: nt	Anthrax LF prot: nt	TcdB GH inh: nt	PrPC surface inh: -4	PfHsp40 rescue: -1.3	FadD28 FP inh: -1.2	Yp Topo-I inh: -6

Remaining list, next part:
item | canonical_smiles | CCHFV vOTU inh | BoNT-A LC inh2 | BoNT F protease | Anthrax LF prot | TcdB GH inh | PrPC surface inh | PfHsp40 rescue | FadD28 FP inh | Yp Topo-I inh
51 | Cc1csc(CCc2nc(C)cs2)n1 | -7 | 0.2 | 2 | -4 | nt | -4 | 0.6 | -2.0 | -4
52 | O=C(NCc1ccccn1)C1CCN(Cc2cnn(-c3ccccc3)c2-n2cccc2)CC1 | -4 | 1.3 | 3 | -2 | nt | -10 | 0.6 | -2.1 | 15
53 | O=C(NCCc1ccccc1F)[C@@H]1CSC2c3ccccc3C(=O)N21 (stereo partly drawn) | -3 | 2.2 | ? | 6 | nt | -3 | 1.0 | -2.8 | 3
54 | c1ccc2sc(C3CCNCC3)nc2c1 | -14 | -2.9 | 1 | 0 | 1.1 | -5 | -2.0 | nt | 11
55 | COCCNC(C(=O)Nc1ccc([N+](=O)[O-])cc1Br)c1ccccc1 (stereo not drawn) | -8 | 0.5 | -6 | -1 | nt | -23 | -0.7 | -1.5 | -7
56 | CC(C)=C1SC(N2CCN(c3cccc(C(F)(F)F)c3)CC2)=NC1=O | -6 | ? | 0 | ? | nt | 1 | -1.6 | -1.3 | 3
57 | COc1ccc(Cl)cc1NC(=O)CN(C)C(=O)c1cc(-c2ccncc2)nc2ccccc12 | -1 | 11 | 6 | 4 | 0.7 | -5 | 1.4 | -2.8 | 0
58 | CCOc1cc(/C=N/NC(=O)C(=O)Nc2cc(Cl)ccc2C)ccc1O | -4 | 0.2 | 2 | 3 | 0.3 | -2 | -1.3 | 0.1 | 1
59 | Nc1nc(COc2ccc(F)cc2Cl)nc(N2CCCCC2)n1 | 27 | 0.0 | 0 | 2 | 0.6 | 7 | 0.2 | -5.3 | -5
60 | CCOC(=O)Cc1csc(NC(=O)CN2CCN(c3ccccc3)CC2)n1 | -2 | -6.2 | -15 | -7 | 1.6 | 6 | 0.5 | -3.3 | 9
61 | COc1cc(/C=C2\C(=O)NC(=O)N(c3ccccc3)C2=O)c([N+](=O)[O-])cc1OC | -2 | -0.3 | -2 | -4 | 2.1 | -9 | 0.9 | -1.5 | -4
